Screening results from PubChem.
rCAG RNA binder – r(CAG) repeat RNA binding. AID 651821. inhibition, % at 3 µM. actives 1.3% (n = 370,000). TO-PRO-1 dye displacement fluorescence;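 active = inhibition above the plate cutoff, the mean of all test compounds on that plate plus 3 SD, cut at about 35% in these data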;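 also: 0% = DMSO alone and 100% = 100 µM mitoxantrone as full dye displacement; higher means more dye released from RNA so lower well fluorescence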
KLK7 zymogen act – proKLK7 (human) activation, primary screen; P49862; actives 0.9% (n = 370,000); purified proKLK7, EDANS-DABCYL substrate fluorescence; 100% is mature enzyme control, 0% vehicle; activation, % at 7 µM; AID 652039;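 active = activation above the mean of all tested compounds plus 3 SD, computed per campaign excluding outliers beyond control limits, cut at about 13% in these data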
Target sequence (P49862 whole entry, looked up): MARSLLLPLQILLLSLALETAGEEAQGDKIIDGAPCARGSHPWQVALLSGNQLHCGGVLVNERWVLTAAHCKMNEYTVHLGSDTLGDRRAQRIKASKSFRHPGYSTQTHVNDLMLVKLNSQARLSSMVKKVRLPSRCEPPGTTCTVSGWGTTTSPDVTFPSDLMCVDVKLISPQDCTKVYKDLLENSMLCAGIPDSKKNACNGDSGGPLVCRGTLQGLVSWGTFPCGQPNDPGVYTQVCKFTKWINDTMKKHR
ARFGAP1 inhibitor – inhibits rat ARF GTPase activating protein 1; Q62848; Arfgap1-stimulated ARF1 GTP hydrolysis, GDP FP detection; inhibition, % at 16.5 µM; actives 0.26% (n = 360,000); AID 651572;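 active = inhibition above a per-plate limit, mean inhibition of low control wells plus 3 SD, cut at about 25% in these data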;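 also: 0% = DMSO wells with enzyme and 100% = wells lacking Arfgap1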
Target sequence (Q62848 1-136 limits assumed): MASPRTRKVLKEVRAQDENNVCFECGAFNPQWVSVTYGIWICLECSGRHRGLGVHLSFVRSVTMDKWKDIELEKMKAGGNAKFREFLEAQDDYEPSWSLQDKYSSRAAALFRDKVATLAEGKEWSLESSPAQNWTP
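material = rat Arfgap1 catalytic domain, aa 1-136 | also added = human ARF1(Δ1-17)-GTP substrate | compound dosing = one concentration, 16.5 µM, DMSO 1.26% | times = GTP hydrolysis reaction 2 h at 25 °C | measured by = FP, GDP Alexa 633 tracer displaced from anti-GDP antibody, 620/688 nm | evaluation = percent inhibition of Arfgap1-stimulated GTP hydrolysis | replication = single well per compound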
Tn6 DDE FP – inhibitors of Tn6 peptide binding to human fibrin DD(E); P02675; Fibrin DD(E) TRITC-Tn6 fluorescence polarization displacement; inhibition, % at 8.3 µM; actives 0.21% (n = 370,000);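 active = inhibition above a per-campaign cutoff: mean of compounds within control limits plus 3 SD, cut at about 15% in these data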;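 also: 0% = median of all compound wells on the plate and 100% = blocking peptide control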
sPLA2-III inh – Inhibits HGIII-sPLA2 liposome hydrolysis, primary screen. actives 0.56% (n = 370,000). AID 743126. QFRET BODIPY PC-A2 liposome hydrolysis, fluorescence. inhibition, % at 12.2 µM;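 active = inhibition above mean plus 3 SD of compounds lying within the high and low control bounds, cut at about 19% in these data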;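 also: 0% = median of test compound wells and 100% = no enzyme DMSO wells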
GC-A act – GC-A (human) enzyme activation; activation, % at 10 µM; actives 0.14% (n = 370,000); HEK293 GC-A cells, cGMP TR-FRET, EC30 ANP; 0% at EC30 ANP, 100% saturating ANP; AID 1671463; P16066; in the data active = activation above about 40%
GAA850 FXN act – increases GAA850 frataxin promoter reporter activity. actives 0.56% (n = 360,000). HEK293 lucGAA850 FXN promoter luciferase reporter, 24 h; percent of 10 µM SAHA response. activation, % at 6 µM;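 active = activation above the average of all compounds screened plus 3 SD, cutoff fixed separately per campaign, cut at about 7.5% in these data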;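 also: 0% = DMSO wells and 100% = 10 µM SAHA wells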
GC-B act – GC-B (human) receptor activation; P20594; HEK293-GC-B cells, CNP EC30, cGMP TR-FRET; 0% at EC30 CNP, 100% saturating CNP; activation, % at 10 µM; actives 0.11% (n = 370,000);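 active = activation at 10 µM reaching about 35% in either raw or pattern-adjusted values, limit read from the data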
ASAP1 inh – blocks human ASAP1-stimulated Arf1 GTP hydrolysis. Q9ULH1. GDP FP detection. inhibition, % at 16.5 µM. actives 0.19% (n = 360,000). AID 624377; in the data active = inhibition above about 25%;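 also: 0% = vehicle with enzyme and substrate and 100% = no enzyme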
Target sequence (Q9ULH1 325-724 limits assumed): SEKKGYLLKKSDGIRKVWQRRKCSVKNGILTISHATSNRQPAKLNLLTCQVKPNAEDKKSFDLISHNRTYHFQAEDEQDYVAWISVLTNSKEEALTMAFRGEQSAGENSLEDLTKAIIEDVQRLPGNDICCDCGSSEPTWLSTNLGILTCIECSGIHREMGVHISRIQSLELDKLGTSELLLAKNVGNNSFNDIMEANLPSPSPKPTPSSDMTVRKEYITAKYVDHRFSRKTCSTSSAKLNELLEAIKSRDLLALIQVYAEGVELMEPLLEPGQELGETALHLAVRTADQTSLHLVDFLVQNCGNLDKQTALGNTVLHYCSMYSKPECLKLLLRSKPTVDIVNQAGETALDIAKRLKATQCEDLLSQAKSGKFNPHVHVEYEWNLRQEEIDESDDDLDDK
ADAM10 inh – inhibitors of human ADAM10; inhibition, % at 7 µM; AID 720582; actives 0.62% (n = 370,000); recombinant ADAM10, EDANS/DABCYL FRET peptide cleavage, 3 h;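 active = inhibition above a per-campaign cutoff equal to the mean of compounds falling between control-based bounds plus 3 SD, cut at about 20% in these data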;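 also: 0% = DMSO wells while the 100% control is not disclosed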
* = called active by the depositor; i = inactive; . = not tested or not shown.

SMILES	rCAG RNA binder	KLK7 zymogen act	ARFGAP1 inhibitor	Tn6 DDE FP	sPLA2-III inh	GC-A act	GAA850 FXN act	GC-B act	ASAP1 inh	ADAM10 inh
CCOC(=O)C1=C(CNCc2ccc(C)cc2)NC(=O)NC1c1ccc(OC)cc1 (stereo not given)	-3.5	0.8	-3.7	0.8	-2.3	-3.4	0.9	-2.2	10.3	12.4
CCc1c(C)c2ccc(O)c(CN3CCCC3)c2oc1=O	3.7	38.2*	3.6	-8.9	-9.2	1.3	3.2	9.1	-11.3	i
COCCn1c(SCC(=O)Nc2ccc(S(=O)(=O)N3CCOCC3)cc2)nc2ccccc21	-1.6	0.4	-2.6	2.3	-21.3	1.1	-3.5	1.0	1.7	1.2
COc1ccc(C(=O)N(Cc2nc(-c3ccc(C)cc3)no2)C(C)C)cc1OC	3.5	0.3	-8.6	2.2	-12.2	-1.1	0.9	5.5	16.9	-3.1
COc1ccc(SC[C@H](Cc2ccccc2)N2CC[C@@H](NC(=O)OCc3ccccc3)CCC2=O)cc1	-1.8	-0.5	-8.3	2.6	-16.6	-3.1	-3.7	-4.6	5.8	11.2
CCCNC(=O)c1ccccc1NS(=O)(=O)c1ccc(OC)c(OC)c1	1.9	-0.1	4.1	11.1	4.1	2.2	-0.4	-3.0	-0.9	-32.2
O=C(Nc1ccc(C(=O)Oc2ccccc2)c(O)c1)c1ccco1	2.9	0.6	-1.6	-4.2	-13.5	-0.8	1.5	-3.4	6.8	-2.1
O=C(O)CCc1ccc(-c2cccs2)n1NC(=O)c1ccc(O)cc1	8.6	-0.2	-6.2	9.8	1.1	-1.0	0.2	4.0	5.7	-13.6
Oc1ccc(/C=C/c2c(F)cccc2F)c2cccnc12	.	.	.	1.2	16.0	5.5	.	-2.6	.	5.0
Cc1cc(C)c(NC(=O)CSCc2c(C)noc2C)c(C)c1	1.0	0.1	6.3	-8.6	15.6	-2.3	-1.5	4.4	10.2	-0.5
CC(C)[C@H](NC(=O)c1ccccc1Cl)C(=O)OCC(=O)N1CCCCC1	-2.5	-0.9	-1.3	-3.4	9.9	3.0	2.4	-3.5	-5.8	-13.5
CN(CC(=O)Nc1cccc2ccccc12)C(=O)/C=C/c1cccs1	0.6	-0.6	10.3	5.2	-3.3	-1.8	-0.8	6.8	4.7	1.7
Cc1ccc(-n2c(C)cc(/C=N/NC(=O)CN(c3ccc(C)cc3C)S(C)(=O)=O)c2C)cc1	5.3	-0.9	9.9	-4.8	-14.8	-8.4	0.7	-1.1	13.8	5.0
O=C(c1ccc2nc[nH]c2c1)N1CCN(S(=O)(=O)c2cccc(F)c2)CC1	6.6	0.4	6.2	2.1	-7.7	1.9	1.7	8.4	-4.9	3.0
Cn1cccc1CNC(=S)Nc1ccccc1Cl	-0.2	0.3	3.8	4.4	6.8	0.8	-0.6	2.8	-0.8	4.9
Cc1cc(-c2csc(NC(=O)c3cc4ccccc4o3)n2)c(C)n1C	44.2*	-0.8	12.8	-1.6	-2.1	-25.9	0.5	-3.6	7.0	14.2
O=C(NCCN1CCN(C(=O)c2c(F)cccc2F)CC1)C(=O)Nc1ccc(Cl)cc1	-2.7	0.1	13.3	-0.7	-3.2	0.5	-0.8	0.1	3.7	-6.5
O=C1CC2CC1C(C(=O)O)C2C(=O)O (stereo not given)	1.6	0.7	2.9	1.1	0.5	-0.1	-0.1	6.5	-3.0	-8.8
COC(=O)C1=C(C)N(C)C(=NCc2ccc(C(F)(F)F)cc2)NC1c1ccc(C(F)(F)F)cc1 (stereo not given)	3.4	-0.3	13.2	-3.8	2.6	-4.4	.	-11.0	6.4	-2.3
CCN(CC(=O)Nc1c(F)cccc1F)C(=O)c1cc(C)nc2ccccc12	-6.2	0.4	0.2	7.5	1.9	2.1	0.6	2.1	-6.8	-10.3
CCN(CC)C(=O)CN(C#N)c1nc(NC(C)C)nc(NC(C)C)n1	-4.6	0.8	10.6	6.8	-9.8	1.6	-0.3	3.8	5.5	-4.0
Cc1cc(NS(=O)(=O)c2ccc(NC(=O)c3ccccc3C)cc2)no1	7.3	-0.1	12.3	0.9	-0.5	-2.3	0.5	3.3	-0.8	0.9
Cc1ccc(NC2=NCC(=O)N2Cc2ccccc2)c(C)c1	-1.8	-0.2	-4.5	3.6	4.8	-1.5	0.8	-0.7	-10.0	-10.2
Cc1[nH]c(C)c(S(=O)(=O)N2CCc3ccccc32)c1C(=O)N1CCCCC1	-0.9	0.1	0.9	3.4	5.8	-4.7	0.0	-1.8	8.6	2.4
O=C(O)c1ccc(-c2cccc(Cl)c2)o1	-1.4	0.0	-7.7	-1.7	2.2	-1.3	0.1	-2.6	-3.4	-7.2
COc1cc(S(=O)(=O)n2nc(C)cc2C)ccc1Cl	-3.1	-0.4	-4.3	-3.6	-5.0	-7.6	1.5	-5.7	7.3	-0.7
CC(=O)N1CCCN(C(=O)c2ccc3nc(Cc4cccc(Cl)c4)oc3c2)CC1	-4.1	0.1	-8.2	-0.4	-1.8	2.0	0.4	-6.8	3.2	-2.0
CC(=O)Nc1ccc2nc(-c3ccccc3)cn2c1	-1.1	0.8	3.5	-1.8	7.0	-4.3	7.2	-2.3	-0.7	-227.4
CCOC(=O)C1=C(COC(=O)c2nc(Cl)ccc2Cl)NC(=O)NC1C (stereo not given)	-7.5	0.1	-6.9	0.6	0.2	0.6	1.4	7.1	14.4	-3.6
CC(=O)Nc1ccc(S(=O)(=O)N2CCC(C(=O)NCCc3ccc(Cl)cc3)CC2)cc1	2.5	-0.4	7.7	-6.6	-12.1	-6.0	2.0	3.0	15.7	-3.5
CCN(CC)CCN(C(=O)CCOc1ccccc1)c1nc2ccc(F)cc2s1	-1.5	-0.3	4.5	15.8*	3.4	-3.0	-0.2	-10.3	-1.4	1.2
O=C1OC(c2ccccc2)(c2cc(Br)c(O)c(Br)c2)c2ccccc21 (stereo not given)	49.8*	0.2	-17.6	2.2	-1.0	6.4	-1.4	-3.3	3.6	2.9
O=C1C2CCCCC2C(=O)N1c1ccc(S(=O)(=O)Nc2ncccn2)cc1 (stereo not given)	3.4	0.9	-15.8	-3.0	-0.2	0.0	2.7	3.5	-13.7	-0.8
CCC(CC)C(=O)NCCc1cc2c(OC)ccc(OC)c2[nH]c1=O	-5.4	1.1	4.4	-8.0	11.2	1.8	0.8	-4.4	9.0	-16.1
COC(=O)C1=C(C)N(Cc2cccc(C(F)(F)F)c2)C(=NCc2ccc(OC)cc2)NC1c1ccccc1C(F)(F)F (stereo not given)	3.6	0.0	7.6	-0.6	-7.4	-10.8	.	-0.1	2.6	3.2
Cc1cccc(S(=O)(=O)c2c(C)cc(C)[nH]c2=O)c1	-1.3	0.2	-10.6	0.5	13.3	2.5	0.7	-1.8	-8.1	2.3
O=C(CN1C(=O)NC2(CCCC2)C1=O)NC(c1ccccc1)c1ccccc1	1.2	0.3	-0.3	-0.9	-2.7	-0.3	-0.2	3.5	6.5	-1.3
Cc1ccc(-n2ncc(-c3nnc(SCC(=O)NC4CCCC4)o3)c2N)cc1C	-3.0	0.3	-3.9	-7.8	5.5	-0.1	-0.5	2.0	2.8	7.0
O=C(CSc1n[nH]c(=O)n1-c1ccccc1)Nc1ccccc1	0.0	0.2	16.8	2.0	8.9	-2.5	-1.9	0.3	-6.4	2.9
COc1nc(N(C)C)nc(N2CC(=O)N(CCNS(=O)(=O)c3ccc(C)cc3)C2=N)n1	-0.5	-0.5	17.4	-9.1	13.2	0.9	0.4	1.4	-1.4	-7.5

Some of these compounds in order of molecular weight, lowest first:
SMILES	rCAG RNA binder	KLK7 zymogen act	ARFGAP1 inhibitor	Tn6 DDE FP	sPLA2-III inh	GC-A act	GAA850 FXN act	GC-B act	ASAP1 inh	ADAM10 inh
Cc1cccc(S(=O)(=O)c2c(C)cc(C)[nH]c2=O)c1	-1.3	0.2	-10.6	0.5	13.3	2.5	0.7	-1.8	-8.1	2.3
CCC(CC)C(=O)NCCc1cc2c(OC)ccc(OC)c2[nH]c1=O	-5.4	1.1	4.4	-8.0	11.2	1.8	0.8	-4.4	9.0	-16.1
CCN(CC)CCN(C(=O)CCOc1ccccc1)c1nc2ccc(F)cc2s1	-1.5	-0.3	4.5	15.8*	3.4	-3.0	-0.2	-10.3	-1.4	1.2

The list continues:
SMILES	rCAG RNA binder	KLK7 zymogen act	ARFGAP1 inhibitor	Tn6 DDE FP	sPLA2-III inh	GC-A act	GAA850 FXN act	GC-B act	ASAP1 inh	ADAM10 inh
c1ccc2c(c1)oc1c(N3CCOCC3)ncnc12	0.1	0.0	2.9	4.1	-1.1	-0.1	0.6	-3.0	-4.1	0.0
COc1ccc([C@H]2C=C(C(=O)O)O[C@@H](OCCCCO)C2)cc1	4.0	0.1	11.3	1.5	-4.4	-0.3	3.1	5.1	6.4	-31.6
CCC(=O)N1CCC1(C)C(=O)Nc1ccc(OC(F)F)cc1 (stereo not given)	1.1	-0.1	1.6	-2.2	-2.6	0.3	-1.5	-1.8	-5.7	-3.1
Cc1ccccc1-c1nc(CS(=O)(=O)CC(=O)NCCCN2C(C)CCCC2C)c(C)o1 (stereo not given)	4.0	0.0	-0.4	-0.1	-3.3	-2.6	1.6	-1.3	-12.2	3.8
COc1ccc2cc(C(=O)C3CCCN(Cc4cnc(N5CCOCC5)s4)C3)ccc2c1 (stereo not given)	-5.0	2.8	-7.9	-5.8	-14.9	.	-1.3	.	9.9	-119.2
CC1(C(=O)NS(=O)(=O)c2ccc(Cl)cc2)CCN1C(=O)CCc1ccc(Cl)cc1Cl (stereo not given)	52.5*	-0.3	-16.1	6.4	-30.5	-5.5	-1.2	-2.6	-17.2	-5.5
COc1cc(OC)cc(C2=Cc3ccc(OC)cc3C(CC(C)=O)N2c2ccc(-c3cncnc3)cc2)c1 (stereo not given)	17.1	-6.5	0.4	5.8	-2.9	-2.6	.	-9.8	-8.2	-37.5
Cc1cc(=O)[nH]c2ccccc12	-0.8	-0.3	19.6	2.8	4.2	3.6	2.4	-4.7	17.0	-7.2
Nc1ncnc2c1ncn2[C@@H]1O[C@H](CNC(=O)[C@H](N)Cc2cccnc2)[C@@H](O)[C@H]1O	3.3	0.4	-7.8	5.3	2.4	4.9	.	-2.8	7.4	-4.0
CC1(C)CC(=O)C2=C(C1)Nc1ccccc1[S@]2=O	-0.5	1.2	-3.5	-5.3	8.8	2.8	-0.1	-6.9	2.0	-31.0
O=C1COc2ccc(NC(=O)c3ccccc3C(=O)O)cc2N1	1.6	0.4	-0.9	2.8	11.8	-0.6	2.4	-3.2	-4.2	-3.6
CCN1CCN(CC(=O)Nc2cc(S(=O)(=O)N3CCCCC3)ccc2Cl)CC1	-0.7	-0.5	-5.4	-0.8	6.6	4.5	-0.9	-2.0	2.4	-25.7
COc1ccc(S(=O)(=O)N2CCC(C(=O)N3CCCCCC3)CC2)cc1	-1.4	0.0	-10.8	-1.4	1.0	-3.2	-0.2	-3.3	-12.8	8.0
Cc1ccc(C2(c3noc(CN4C[C@@H](C)O[C@@H](C)C4)n3)CCCC2)cc1	-10.6	-0.5	-0.6	3.7	4.1	-1.2	-0.1	-4.1	0.5	-12.4
CC(C)C(CCNC(=O)CN1C(=O)c2ccccc2C1=O)c1ccco1 (stereo not given)	-0.5	-0.6	9.8	8.5	-10.7	-2.3	-0.2	1.1	-7.2	1.0
